XIAP displacement: small molecules displacing peptide from XIAP – biochemical, IAP family, fluorescence polarization (AID 1018). XIAP BIR domain, fluorescence polarization peptide displacement; higher % means a stronger effect. displacement, % at 20 µM, or IC50 in µM where a hit was titrated. actives 0.007% (n = 200,000); in the data active means displacement above about 50%; further: a part of the inactive calls stands beside numbers as strong as those of hits
ER stress rescue: protection against thapsigargin-triggered cell killing – 384-well, CSM14.1, ATP luminescence, primary screen (AID 1222). CSM14.1 thapsigargin-induced death rescue, ATP luminescence; higher % means a stronger effect. 190,000 tested, under 10 active. cellular ATP content (survival), % at 20 µM, or EC50 in µM where a hit was titrated;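 active means EC50 below 50 µM in the dose-response confirmation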;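 further: death triggered by thapsigargin at about 15 µM added after 2 h compound pretreatment; cell ATP read after overnight thapsigargin exposure of roughly 18 to 22 hours; normalized against plate controls of thapsigargin alone and 5% DMSO vehicle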
West Nile virus CPE: inhibition of WNV-induced cytopathic effect – cell-based, CPE readout (AID 1621). West Nile virus-infected cells, CPE inhibition; higher % means a stronger effect. CPE inhibition, % at 10 µM; hits with a dose series show IC50 in µM. actives 0.02% (n = 290,000); in the data active means a potency from the dose series; inconclusive means CPE inhibition mostly from about 3.7% at the one dose, without a potency; inactive means the rest, 99 in 100 with CPE inhibition below about 2.2%; further: strong numbers were not always called active
Dengue-2 NS5 capping: Dengue-2 NS5 methyltransferase inhibitors, primary screen, biochemical, confirmation dose response (AID 588689). one-dose inhibition, % at 25 µM; IC50 in µM for titrated hits. actives 0.3% (n = 340,000). Dengue-2 NS5 methyltransferase capping enzyme assay, biochemical; higher % means a stronger effect; in the data active means a potency from the dose series; inconclusive means inhibition above about 29% without an active follow-up result
SV40 large T antigen: SV40 large T antigen inhibitors, biochemical (AID 1903); SV40 large T antigen ATPase/helicase inhibition assay; higher % means a stronger effect; one-dose inhibition, % at 20 µM; IC50 in µM for titrated hits; actives 0.39% (n = 310,000); in the data active means a potency from the dose series; inconclusive means inhibition mostly from about 32% at the one dose, without a potency; inactive means the rest, 99 in 100 with inhibition below about 32%; further: strong numbers were not always called active
UTI89 phage lysis: protection from phage-mediated lysis, alamar blue read-out – E. coli UTI89, K1F phage, bacterial capsule biogenesis inhibitors (AID 488966); E. coli UTI89 K1F phage lysis, alamar blue, 2 h; higher % means a stronger effect; inhibition, % at 100 µM; hits with a dose series show IC50 in µM; actives 0.02% (n = 340,000);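 active means phage lysis inhibition, versus mean bacterial control, above a set limit; inconclusive means no clear call, values can overlap the other calls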;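 further: capsule biogenesis inhibitors block K1F phage lysis so surviving cells raise fluorescence; higher fluorescence means more inhibition of phage lysis; actives were called in the ten point dose series up to 300 µM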
WT yeast gro inh: growth inhibition of WT yeast, mitochondrial fusion screen; actives 2.1% (n = 190,000); inhibition, % at 10 µM; mitochondrial fusion phenotypic screen, WT strain; in the data active means inhibition above about 58%; tested in S. cerevisiae
RSV antiviral HEp-2: RSV antiviral activity via CPE protection, HEp-2 cells, primary 10 µM value included (AID 2391); one-dose CPE inhibition, % at 10 µM; IC50 in µM for titrated hits; HEp-2 cells, RSV-induced CPE inhibition; higher % means a stronger effect; actives 0.13% (n = 310,000); in the data active means a potency from the dose series; inconclusive means CPE inhibition mostly from about 23% at the one dose, without a potency; inactive means the rest, 99 in 100 with CPE inhibition below about 21%; further: strong numbers were not always called active
Yfh1-depleted yeast: enhancers of respiration in Yfh1-depleted yeast, dose response, Friedreich's ataxia, plus single-dose screen (AID 1465); S. cerevisiae Yfh1-off respiration, WST-1 reduction, 72 h; higher fold induction means a stronger effect; fold induction at 50 µM; hits with a dose series show EC50 in µM; actives 0.074% (n = 220,000);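 active means fold induction of absorbance versus untreated yeast above a set limit, then at least 30% activation at any dose in follow-up; inconclusive means repeats straddling the limit, or above it without dose testing; inactive means fold induction below the set limit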;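 further: activators that raise dye reduction in frataxin-depleted yeast; strong numbers were not always called active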
WT yeast gro inh mutant strain: further read-out of WT yeast gro inh, marked with its call; inhibition, %; mitochondrial fusion phenotypic screen, mutant strain inhibition
Dengue-2 NS5 capping pilot replicate: second read-out of Dengue-2 NS5 capping, no call of its own (marks repeat the call); inhibition, %; measured here: pilot screen replicate inhibition
Starred values were filed as active, the others as inactive; i = inactive; ? = inconclusive; nt = not tested or not shown; & = joins results of further samples; [ ] = another dose, or the depositor's remark.

SMILES	XIAP displacement	ER stress rescue	West Nile virus CPE	Dengue-2 NS5 capping	SV40 large T antigen	UTI89 phage lysis	WT yeast gro inh	WT yeast gro inh mutant strain	RSV antiviral HEp-2	Yfh1-depleted yeast	others
COc1ccc(C(=O)NC(C)c2nnc(SCC(=O)Nc3nc4ccccc4s3)n2C)cc1 (stereo not drawn)	-0.4%	-3.1%	0.1%	0%	11%	-0.5%	25	17	-0.9%	i
CC(NC(=O)c1cc2sccc2n1C)c1ccc2c(c1)OCCO2 (stereo not drawn)	-7.5%	-1.5%	nt	-5%	8%	i	4	-8	-0.8%	nt
COc1ccccc1CN1CCN(Cc2nc(-c3ccccc3)no2)CC1	-3.4%	-0.8%	-1.1%	-10%	-2%	0.1%	21	8	0.4%	i
Cc1cc(C)n(C(=O)c2ccc([N+](=O)[O-])cc2[N+](=O)[O-])n1	-2.5%	-1.8%	0.1%	5%	5%	-2.1%	0	4	2.1%	i
COC(=O)CSc1nnc(CNC(=O)Cc2ccccc2)n1C	-4.9%	1.0%	0.5%	0%	6%	-0.3%	5	2	0.1%	i
CCCn1c(=O)c2c(C(F)(F)F)cc(-c3cccs3)nc2n(CCC)c1=O	-1.2%	-1.7%	-0.6%	0%	-4%	1.7%[50 µM]	-9	8	1.0%	i
CCCCc1c(O)nc(N2CCN(Cc3ccccc3)CC2)[nH]c1=O	-6.2%	-3.3%	-0.3%	5%	14%	0.5%	8	78	0.4%	i	Dengue-2 NS5 capping pilot replicate=0.3
Cc1ccc(OCC(O)CN2C(=O)NC(C)(C)C2=O)cc1 (stereo not drawn)	-1.5%	2.8%	-0.4%	-3%	10%	0.7%	-5	0	1.2%	i
C#CCn1c(-c2cccs2)nc2ccccc21	-1.7%	4.4%	0.0%	-12%	7%	-0.1%	3	23	-2.2%	i
COc1c(C)cc(Br)cc1C(=O)NC(=S)Nc1ccc(Cl)c(C(=O)O)c1	-2.2%	-5.0%	0.7%	1%	23%	0.0%	-14	7	3.8%	i
COC(=O)c1cnn(-c2ccccc2)c1N	nt	nt	0.5%	-3%	nt	0.3%	nt	nt	0.8%	i
COc1ccc(OC)c(N(C(=O)c2snc(C(N)=O)c2N)C(C(=O)NCC2CCCO2)c2ccc3ncccc3c2)c1 (stereo not drawn)	nt	nt	-0.1%	-3%	-2%	0.2%	nt	nt	6.7%	nt
O=C(COC(=O)c1ccc(Br)cc1)NCc1ccccc1	-5.1%	-0.3%	0.1%	1%	2%	3.9%	-8	-1	1.5%	i
Cc1onc(-c2ccccc2Cl)c1C(=O)N(Cc1ccc(N(C)C)cc1)C(C)C	nt	nt	nt	-1%	21%	-3.8%	nt	nt	8.3%	nt
COc1ccccc1C(=O)NCC(=O)OCC(=O)Nc1cccc(S(=O)(=O)N(C)C)c1	-1.5%	-0.5%	0.0%	-6%	12%	-1.0%	2	11	1.8%	i
COc1cc(OC)nc(Oc2ccccc2C(=O)Oc2cccc(C)c2)n1	-3.2%	2.7%	0.2%	3%	9%	1.3%	60*	51*	13%	i
O=C(O)c1cccc(S(=O)(=O)N2CCN(C(c3ccccc3)c3ccccc3)CC2)c1	-6.6%	2.1%	0.4%	-12%	12%	1.7%	-7	4	5.1%	i
CSC1=NNC(c2ccc(C(C)(C)C)cc2)=NN1	nt	nt	-0.1%	2%	10%	3.6%	nt	nt	1.8%	i
O=C(/C=C/c1ccccc1)C1=C(O)C(=O)N(CCO)C1c1ccc2c(c1)OCO2 (stereo not drawn)	-1.7%	0.2%	2.6%	8%	16%	1.1%	-9	-1	0.1%	i
Cn1c(CN2CCOCC2)nnc1SCC(=O)Nc1ccc([N+](=O)[O-])cc1O	nt	nt	0.0%	-3%	28%	0.2%	nt	nt	4.2%	nt
O=S1(=O)CCO[C@H]2Cc3ccccc3[C@H]2N1Cc1ccc(Cl)cc1	nt	nt	-0.2%	-9%	-3%	5.4%	nt	nt	-0.5%	nt
CC(NC(=O)C12CC3CC(CC(C3)C1)C2)c1ccc(F)cc1 (stereo not drawn)	nt	nt	-0.6%	-2%	-1%	0.1%	nt	nt	-0.3%	nt
CCCC(=O)Nc1cc(C(F)(F)F)ccc1N1CCOCC1	-16%	-2.1%	-0.2%	1%	7%	0.5%	1	8	3.6%	i
CCOC(=O)c1ccc(N2C(=O)CC(N3CCN(C(=O)c4ccco4)CC3)C2=O)cc1 (stereo not drawn)	-2.2%	-1.8%	-0.6%	2%	11%	-0.2%	-13	-6	2.6%	i
CC(Oc1ccccc1)C(=O)N1CCN(C(=O)C(C)Oc2ccccc2)CC1 (stereo not drawn)	nt	nt	-1.1%	-1%	9%	-0.2%[50 µM]	nt	nt	0.6%	nt
CN1CCN(C(=O)N2c3ccccc3CCc3ccccc32)CC1	-1.5%	-1.3%	-0.6%	-7%	5%	-1.0%	-10	5	-0.6%	i
CCOC(=O)c1cnn(-c2nc(CC)nc3sc4c(c23)CCC4)c1N	-0.6%	0.6%	-0.1%	-7%	10%	0.5%	-7	5	-0.7%	i
COc1ccc(OCC(O)CN2C(=O)c3ccccc3S2(=O)=O)cc1 (stereo not drawn)	0.8%	-1.6%	1.0%	7%	1%	1.1%[50 µM]	6	4	2.1%	i
O=C(CCc1ccc(S(=O)(=O)N2CCOCC2)cc1)N/N=C/c1ccc(F)cc1F	-9.2%	-0.9%	-0.6%	-6%	7%	0.4%	-3	0	3.2%	i
Cc1ccccc1Cn1nc(C)c(NC(=O)c2noc3c2CCCC3)c1C	-6.9%	-1.1%	-1.2%	-8%	-5%	-2.9%	-11	0	0.2%	i

Of the compounds above, these have a Cl atom:
SMILES	XIAP displacement	ER stress rescue	West Nile virus CPE	Dengue-2 NS5 capping	SV40 large T antigen	UTI89 phage lysis	WT yeast gro inh	WT yeast gro inh mutant strain	RSV antiviral HEp-2	Yfh1-depleted yeast	others
COc1c(C)cc(Br)cc1C(=O)NC(=S)Nc1ccc(Cl)c(C(=O)O)c1	-2.2%	-5.0%	0.7%	1%	23%	0.0%	-14	7	3.8%	i
Cc1onc(-c2ccccc2Cl)c1C(=O)N(Cc1ccc(N(C)C)cc1)C(C)C	nt	nt	nt	-1%	21%	-3.8%	nt	nt	8.3%	nt
O=S1(=O)CCO[C@H]2Cc3ccccc3[C@H]2N1Cc1ccc(Cl)cc1	nt	nt	-0.2%	-9%	-3%	5.4%	nt	nt	-0.5%	nt

Remaining list, next part
SMILES	XIAP displacement	ER stress rescue	West Nile virus CPE	Dengue-2 NS5 capping	SV40 large T antigen	UTI89 phage lysis	WT yeast gro inh	WT yeast gro inh mutant strain	RSV antiviral HEp-2	Yfh1-depleted yeast	others
COc1ccc(N(CC(=O)NCC(C)C)S(=O)(=O)c2ccccc2)cc1	-4.5%	0.5%	-0.7%	nt	27%	0.4%	-14	-6	-1.8%	i
CN1CCN(c2nc3nonc3nc2N2CCN(C)CC2)CC1	-4.7%	0.6%	0.4%	14%	2%	0.4%	-2	5	-1.2%	i
C=CCNc1ncnc2c1[nH]c1ccc(Cl)cc12	-10%	1.4%	0.9%	-9%	6%	0.4%	34	24	0.7%	i
COc1ccccc1-n1c(CCn2nc(C)c(Br)c2C)n[nH]c1=S	-5.5%	-1.2%	-0.6%	-2%	15%	2.4%	-16	-7	7.0%	i
O=[N+]([O-])c1ccc(/C=N/Nc2nc(-c3ccccc3)c3cc(Br)ccc3n2)o1	-22%	-0.4%	nt	-13%	10%	2.0%	73	81	71%	nt
CCN(CC(=O)Nc1ccc(NC(C)=O)cc1)C(=O)C1CCC1	nt	nt	nt	-1%	10%	-1.6%	nt	nt	-0.3%	nt
CN(C)CC(C)(C)CNS(=O)(=O)c1ccc(Cl)c(Cl)c1	-7.0%&4.1%	-3.0%&-3.2%	0.9%&0.7%	-7%&-6%	-3%&-1%	-2.6%&0.2%	17&-3	-6&2	-0.6%&-2.8%	i
COc1ccccc1N1CCN(C(=O)CSc2ncccc2-c2nc3ccccc3[nH]2)CC1	-8.6%	-0.2%	0.1%	-9%	7%	3.4%	-5	7	2.3%	i
O=C(COc1cccc2ccccc12)Nc1ccc(Cl)cc1C(=O)O	nt	nt	-0.2%	38µM*	14%	-0.4%	nt	nt	?	nt
CCOC(=O)c1sc(NS(=O)(=O)c2ccc(C)cc2)nc1C	-4.0%	1.8%	0.5%	-7%	7%	-2.7%	nt	nt	-1.2%	i
COc1ccc(-c2nc3ccccc3n2Cc2ccccc2)cc1	-4.7%	0.3%	-0.5%	-6%	2%	-0.2%	45	44	0.8%	i
COCCCNc1nc2c(-c3ccc(Cl)cc3)nnn2c2ccccc12	-6.7%	-1.7%	nt	-2%	6%	-0.1%	4	-11	1.0%	nt
COc1ccc(Cl)cc1C(=O)N1CCN=C1SC	-3.2%	-1.7%	-0.4%	-7%	6%	-0.3%	-9	-12	-0.3%	i
CCn1c(CSCc2ccc(Cl)cc2)nnc1SCC(=O)Nc1cccc(C(=O)O)c1	-2.4%	1.4%	1.7%	-5%	-2%	0.0%	2	11	1.6%	i
O=C(NCCN1CCCOC1=O)C(=O)NCCN1CCCOC1=O	nt	nt	0.1%	6%	1%	-0.6%[50 µM]	nt	nt	-2.3%	i
CC12CN(NC(=O)c3ccccc3F)C3(C#N)CC1CCC23C (stereo not drawn)	-5.5%	-0.3%	0.2%	-4%	2%	0.5%	14	6	-0.1%	i
CCCN(CC1CC1)C(=S)NC(=O)c1ccc(S(=O)(=O)N2CCOCC2)cc1	-9.5%	-1.2%	0.3%	-9%	-3%	0.1%	-5	4	2.4%	i
CC[C@H]1OC(=O)[C@H](C)[C@@H](O[C@H]2C[C@@](C)(OC)[C@@H](O)[C@H](C)O2)[C@H](C)[C@@H](O[C@@H]2O[C@H](C)C[C@H](N(C)C)[C@H]2O)[C@](C)(O)C[C@@H](C)[C@@H]2N[C@@H](COCCOC)O[C@H]([C@H]2C)[C@]1(C)O	nt	0.5%	0.2%	-6%	11%&19%	4.6%	30	6	0.9%	i
Cc1c(C(=O)NCCSCc2cccc(C(F)(F)F)c2)cnn1-c1ccc(Cl)cc1	nt	nt	-0.8%	-2%	6%	-0.6%	nt	nt	?	i
COc1ccc(C(=O)N(C)CC2CCN(CCc3cccc(C(F)(F)F)c3)CC2)cc1C	nt	nt	-2.0%	-7%	5%	1.1%	nt	nt	2.0%	nt	Dengue-2 NS5 capping pilot replicate=-2.4
COC(=O)c1[nH]c2cccc(OC)c2c1NC(=O)CCN1CCC(C)CC1	-0.1%	-2.5%	-0.2%	-5%	-1%	-0.1%	-5	-12	2.4%	i
Cc1nc(SCC(=O)NC(=O)NCc2ccco2)nc(C)c1C	-6.3%	nt	-0.2%	-9%	7%	0.2%	-5	14	2.7%	i
c1cc2nnnn2nc1N1CCCCC1	-2.3%	-2.2%	-0.6%	-6%	2%	0.4%	0	-16	0.2%	i

High-throughput results: PubChem, several laboratories
